MKP-3 inhibition: inhibition of rat DUSP6 enzyme activity – biochemical, in vitro, primary screen (AID 425). 110,000 compounds, 0.17% hits. recombinant MKP-3 phosphatase activity, fluorescence; higher % means a stronger effect. inhibition, % at 20 µM; hits with a dose series show IC50 in µM; in the data active means inhibition above about 50%;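 further: plate controls were vehicle for no effect and reference inhibitor for full effect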
Hsp70 inhibitors: Hsp70 inhibitors, probe displacement, primary screen, biochemical, fluorescence polarization (AID 583). 140,000 compounds, 0.06% hits. Hsp70 fluorescence polarization probe displacement, mP; higher % means a stronger effect. one-dose displacement, % at 20 µM; IC50 in µM for titrated hits; in the data active means displacement above about 50%;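 further: plate controls were vehicle for no effect and reference ligand for full effect; a part of the inactive calls stands beside numbers as strong as those of hits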
Numbers without * were called inactive; . = not tested or not shown; & = joins results of further samples.

Sample of the layout, five compounds:
compound | Hsp70 inhibitors | MKP-3 inhibition
CS(=O)(=O)NCCNc1ccc([N+](=O)[O-])cc1Cl | 1.6% | 8%
Cc1cc(NC(=O)CCC(=O)N(CC(=O)NC2CCCC2)Cc2ccc(F)cc2)no1 | 5.4% | -5%
C=CCn1c(-c2ccccc2)nc2nc3ccccc3nc21 | 3.8% | 4%
COC(=O)c1cc(COC(=O)c2cccnc2SC)oc1C | -2.6% | -13%
Cc1c(CN(C)C)c2c(n1Cc1ccccc1)C(=O)c1ccc(Br)cc1-2 | 2.4% | .

The list itself, previewed entries included:
compound | Hsp70 inhibitors | MKP-3 inhibition
CS(=O)(=O)NCCNc1ccc([N+](=O)[O-])cc1Cl | 1.6% | 8%
Cc1cc(NC(=O)CCC(=O)N(CC(=O)NC2CCCC2)Cc2ccc(F)cc2)no1 | 5.4% | -5%
C=CCn1c(-c2ccccc2)nc2nc3ccccc3nc21 | 3.8% | 4%
COC(=O)c1cc(COC(=O)c2cccnc2SC)oc1C | -2.6% | -13%
Cc1c(CN(C)C)c2c(n1Cc1ccccc1)C(=O)c1ccc(Br)cc1-2 | 2.4% | .
COc1ccc(C2(C(=O)N3CCOCC3)CCCC2)cc1 | -0.6% | .
COc1cc(OC)c(NC(=O)CCc2nc(-c3ccc(C)cc3)no2)cc1Cl | -2.8% | -4%
Cc1ccc(Sc2ccc(/C=N/n3cnnc3)o2)cc1 | -5.3% | 3%
C=C(Br)Cn1c(CCC)nc2ccccc21 | -5.0%&3.3% | -22%&4%
CCN1c2ccccc2-c2nc3ccccc3n2C1c1ccco1 (centres undefined) | -8.8% | .
COc1cccc(-c2csc3nc[nH]c(=O)c23)c1 | -1.1% | -5%
CN(C)C(=O)Oc1ccc[n+](C)c1 | 2.7% | -4%
COc1ccc(Cl)cc1N(CC(=O)NCCSc1ccccn1)S(=O)(=O)c1ccccc1 | -3.2% | 0%
CCn1c(=O)n(CC(=O)N(C)Cc2ccccc2)c(=O)c2ccccc21 | -0.4% | -4%
CCC(C)c1ccccc1OCC(=O)Nc1nccs1 (centres undefined) | 4.4% | 0%
Cc1ccc(C)c(NCN2C(=O)S/C(=C/c3cccc(Br)c3)C2=O)c1 | -2.8% | 4%
N#CC1=C(N)OC2=C(C(=O)CCC2)C1Cc1ccccc1 (centres undefined) | -11% | .
O=C1NCCN1CCNS(=O)(=O)c1ccc(F)cc1 | 3.0% | .
COc1ccc(S(=O)(=O)N(C)Cc2ccccc2)cc1Br | 0.2% | -4%
O=C(Nc1c(-c2ccccc2)c2cc(Br)ccc2[nH]c1=O)c1cccc(Cl)c1 | -1.0% | 1%
O=C(CSc1nc2scc(-c3ccco3)c2c(=O)n1-c1ccccc1)NCC1CCCO1 (centres undefined) | -1.2% | -11%
O=C1CSC(=O)N1CCN1C(=O)S/C(=C\c2ccc(Br)cc2)C1=O | -0.2% | 3%
CCCn1c(NC(=O)C2COc3ccccc3O2)nc2ccccc21 (centres undefined) | -0.6% | 3%
O=C(NCc1ccccc1)c1cccc(F)c1 | -4.9% | 2%
COC(=O)C1=NN(C(=O)c2cccc(OC)c2)C(O)(c2ccc(Cl)cc2)C1 (centres undefined) | -5.6% | 2%
C=CCSc1nc(O)c(CC)c(=O)n1C(C)CC (centres undefined) | -4.5% | -7%
Cc1cc(C)n(-c2nc(NCCCO)c3c4c(sc3n2)CCCC4)n1 | 1.8% | 0%
C=CCN1C(=O)/C(=C\c2ccccc2C)C(=O)NC1=S | 0.9% | 1%
O=c1[nH]c(SCc2ccccc2Cl)nc2c1CCC2 | -0.1% | -2%
CSc1oc(-c2ccccc2)nc1S(=O)(=O)c1ccc(F)cc1 | -2.4% | 3%
COc1ccc(C(=O)CC2(O)C(=O)Nc3ccc(Br)cc32)cc1 (centres undefined) | 8.1% | -1%
Cc1cccc(N2CCN(S(=O)(=O)c3ccc4c(c3)CCC(=O)N4)CC2C)c1 (centres undefined) | 0.7% | -4%
Cn1c(C(=O)NCCN2CCOCC2)cc2c(=O)n(C)c3ccccc3c21 | 1.2% | 7%
CCc1nc(N)c(C#N)c(-c2ccco2)c1C | -1.2% | .
CN(Cc1c(F)cccc1Cl)c1nnnn1-c1ccccc1 | 4.0% | -2%
CCCC1(O)C(C)C(c2ccccc2)NC(c2ccccc2)C1C (centres undefined) | 2.2% | 0%
O=S(=O)(c1ccccc1)N1CCN(Cc2ccc3c(c2)OCO3)CC1 | -0.1% | 3%
COc1cccc2[nH]c3c(N4CCC(C)CC4)ncnc3c12 | 5.6% | -2%
COc1cccc(C2=NOC(C(=O)Nc3cc(OC)c(OC)c(OC)c3)C2)c1 (centres undefined) | 0.4% | -3%
O=C(Cc1cccc2ccccc12)NCC1CCCO1 (centres undefined) | 4.5% | .
O=C(NC1CCCCC1)C1CCN(S(=O)(=O)c2cccs2)CC1 | 0.5% | -2%
Cc1ccc(CN2CCN(N=Cc3cc(Br)ccc3O)CC2)c(C)c1 | -2.3% | 2%
COc1ccccc1-c1noc(CCC(=O)Nc2cc(C(F)(F)F)ccc2Cl)n1 | -3.2% | -4%
CC1Oc2ccccc2OC1C(=O)Nc1ccccn1 (centres undefined) | 5.7% | .
Cc1ccccc1NC(=O)Cn1cccc1 | 5.4% | 8%
CC(=O)NC1=NC(=O)/C(=C\c2ccc(-c3ccc(C)c([N+](=O)[O-])c3)o2)S1 | -6.7% | 7%
O=C(O)c1cc(NCc2ccccc2)ccc1N1CCOCC1 | 5.9% | .
OC(COc1ccc(C23CC4CC(CC(C4)C2)C3)cc1)CN1CCN(c2ccccn2)CC1 (centres undefined) | 4.7% | 4%
CCCCOC(=O)C1[C@H]2C(=O)N(c3ccccc3CC)C[C@]23C=C[C@H]1O3 (some centres undefined) | 4.3% | -6%
O=C(NCCCN1CCOCC1)/C(=C/c1cccc(Oc2ccccc2)c1)NC(=O)c1ccccc1 | -4.1% | 3%
CCCOc1cccc(C(=O)Nc2sc(CC)cc2C(=O)OC)c1 | 5.5% | 0%
COc1ccccc1NC(=S)NNC(=O)c1ccccc1 | -3.1% | .
Cc1cc(C)c(S(=O)(=O)NCc2ccc(S(N)(=O)=O)cc2)c(C)c1 | 2.8% | -4%
CN(Cc1ccccc1)C(=O)COc1cc(=O)n(C)c2ccccc12 | -1.7% | .
Cc1ccc(NC(=O)C(c2ccccc2)c2ccccc2)c(C)c1 | -0.5% | 1%
Cc1nn(CC(=O)Nc2ccc(Cl)cc2Cl)c(C)c1[N+](=O)[O-] | -0.9% | 2%
COc1ccc(NC(=O)c2cc(-c3ccc(C)o3)nc3ccccc23)cc1OC | 9.7% | -11%
Cc1ccc(N2C(=O)/C(=C/c3ccc(O)cc3)C(=O)NC2=S)cc1 | 1.2% | 4%
Cc1cc(Cl)ccc1OCC(O)CN1CCN(C)CC1 (centres undefined) | -0.3% | 4%
CNC(=O)OC12CC3CC(C)(CC(C)(C3)C1)C2 | -5.0% | -1%

Carrying on.
compound | Hsp70 inhibitors | MKP-3 inhibition
COc1cccc(CNc2ccc(S(N)(=O)=O)cc2)c1OC | 1.1% | -12%
N#CC(C(=O)Nc1cccc2ccccc12)=C1CCCC1 | 4.6% | 2%
Oc1[nH]c2ccccc2c1N=NC(=S)N1CCCC1 | -1.4% | -1%
COc1ccc(Nc2ncnc3nc[nH]c23)cc1OC | 2.5% | 2%
CC(=O)N(/C=C/c1cc[n+](CCCS(=O)(=O)[O-])c2ccccc12)c1ccccc1 | -12% | 1%
COc1ccccc1NC(=O)NCc1ccc2c(c1)OCO2 | 3.7% | 3%
Cc1nc2ncnn2c(C)c1CCC(=O)NCc1ccc2c(c1)OCO2 | 2.7% | 5%
CCOC(=O)CCc1cc(C(=O)OCC)c(CCC(=O)OCC)cc1C(=O)OCC | 0.2% | 1%
COC(=O)c1c(NC(=O)c2ccc(C)o2)sc2c1CCCCC2 | -1.7% | -2%
N#Cc1c(C#N)c(-c2ccccc2)n(-c2ccc(C(=O)O)cc2)c1N | 1.2% | -14%
COc1cc(/C=C2\C(=O)NN(c3ccccc3)C2=O)cc([N+](=O)[O-])c1O | 15% | 8%
Cc1ccc(/C=C2\C=C(c3ccc(Cl)cc3)OC2=O)o1 | -10% | 16%
O=C(NNc1nc(-c2ccccc2)cs1)c1cccc(Br)c1 | 1.0% | -3%
CCOc1ccc(N2C(=O)C(Cl)=C(Nc3ccccc3O)C2=O)cc1 | 1.7% | .
CCN(CC)S(=O)(=O)c1ccc(Cl)c(C(=O)Nc2nnc(-c3ccccc3)s2)c1 | -1.0% | -1%
CCn1c(SCC(=O)NC(C)C)nnc1-c1cccs1 | 2.0% | .
CCOC(=O)C(C)Oc1ccc2c(CC)cc(=O)oc2c1C (centres undefined) | -4.1% | .
Cc1nnc(N2C(=O)C(O)=C(C(=O)c3ccco3)C2c2ccc(C(C)C)cc2)s1 (centres undefined) | 58% | .
CCCn1c(SCC(=O)NC(C)C23CC4CC(CC(C4)C2)C3)n[nH]c1=O (centres undefined) | 2.3% | .
COc1cc2[nH]c3c(N4CCC(C(N)=O)CC4)ncnc3c2cc1OC | 2.9% | -5%
COC(=O)C1=C(C)N(Cc2ccco2)C(=O)/C1=C\c1ccc(O)cc1 | 7.1% | 3%
CCN(CCC(=O)O)c1ccccc1 | 1.5% | .
NCC(O)C12CC3CC(CC(C3)C1)C2 (centres undefined) | -0.3% | 0%
CCOC(=O)C1=C(C)N=c2s/c(=C\c3cccc([N+](=O)[O-])c3)c(=O)n2C1c1ccc(OC(C)=O)cc1 (centres undefined) | -3.7% | 0%
COc1ccc(-n2c(=S)[nH]c3ccccc32)cc1 | 1.5% | .
N#C/C(C(=O)N1CCOCC1)=C1/SC(Cc2ccccc2)C(=O)N1c1ccccc1 (centres undefined) | 2.8% | -10%
O=C1CSC(c2ccccc2F)N1c1cc(Cl)ccc1O (centres undefined) | 1.8% | 3%
CN1C2C=C3C(C#N)=C(N)C(C#N)(C#N)[C@H](c4c(F)cccc4F)[C@H]3C1CC2 (some centres undefined) | 3.3% | .
O=C1C2(c3ccccc3)CN(CCO)CC1(c1ccccc1)CN(CCO)C2 | -5.7% | .
C=CCn1c(SCC(=O)Nc2sc(C)c(C)c2C(=O)OCC)nnc1-c1sc(N)nc1C | 8.3% | -16%
COc1ccc(OCC(=O)Nc2c(C)cccc2C)cc1 | -1.5% | 0%
O=C(Cc1ccccc1)NC(NC(=S)Nc1cc(Cl)ccc1Cl)C(Cl)(Cl)Cl (centres undefined) | -3.3% | -1%
O=C(CSc1nc2ccccc2o1)NCc1ccccc1 | -2.0% | 1%
Cc1c(NC(=O)C(C)OC(=O)CNC(=O)c2ccccc2)c(=O)n(-c2ccccc2)n1C (centres undefined) | -0.2% | .
CC1CCC(C(C)C)C(OC(=O)COC(=O)c2ccc(=O)[nH]c2)C1 (centres undefined) | -3.1% | -3%
Cn1c(=O)c2ncn(CC(=O)NC3CCCCCC3)c2n(C)c1=O | 3.6% | .
COc1cccc(N2C(=O)C3CCCN3C2c2ccc(N(C)C)cc2)c1 (centres undefined) | -3.5% | -4%
N#CC1=C(N)Oc2n[nH]c(-c3ccccc3)c2C1c1cccnc1 (centres undefined) | -0.1% | -2%
N#Cc1ccc(C(=O)NCC(c2ccco2)N2CCCC2)cc1 (centres undefined) | 5.0% | .
Cc1csc(NC(=O)CSc2nc(C)nc3c2c(=O)n(C)c(=O)n3C)n1 | 1.0% | -17%
CCn1ncc(Br)c1C(=O)NC(C)c1ccccc1 (centres undefined) | 3.1% | .
CCCCCOC(=O)C1=C(C)N(C)C(=O)NC1c1cc(Br)c(O)c(OC)c1 (centres undefined) | 12% | 5%
CC(=O)c1cccc(NC(=O)COc2ccc(Br)cc2C(C)(C)C)c1 | 2.8% | 5%
Cc1cc(C(F)(F)F)nc(SCC(=O)Nc2cc(C)on2)n1 | -2.8% | -10%
O=c1oc(-c2ccco2)nc2ccc(Cl)cc12 | 3.5% | -3%
COc1cccc(NS(=O)(=O)c2ccc(OC)c(OC)c2)c1 | 3.1% | -7%
Cc1cc(NC(=O)CSc2nnc(C3CC3)n2N)no1 | 6.7% | -10%
Cn1c2ccccc2c2nnc(SCC(=O)NCc3ccco3)nc21 | -1.3% | 4%
Cc1ccccc1CSc1ncc(C#N)c(N)n1 | -2.6% | -4%
COc1ccc(/C=C2\SC(=S)N(Cc3ccco3)C2=O)cc1 | 1.2% | 0%
O=C(Nc1ccc(-c2nc3ccccc3o2)c(O)c1)c1ccccc1I | 1.1% | -1%
COCCN1C(=O)c2oc3cc(C)c(C)cc3c(=O)c2C1c1ccc(O)cc1 (centres undefined) | 2.7% | -12%
COC(=O)c1ccc(NCC(=O)c2ccccc2)cc1 | 1.1% | -8%

In the list so far, five contain a nitro group on carbon:
compound | Hsp70 inhibitors | MKP-3 inhibition
CS(=O)(=O)NCCNc1ccc([N+](=O)[O-])cc1Cl | 1.6% | 8%
CC(=O)NC1=NC(=O)/C(=C\c2ccc(-c3ccc(C)c([N+](=O)[O-])c3)o2)S1 | -6.7% | 7%
Cc1nn(CC(=O)Nc2ccc(Cl)cc2Cl)c(C)c1[N+](=O)[O-] | -0.9% | 2%
COc1cc(/C=C2\C(=O)NN(c3ccccc3)C2=O)cc([N+](=O)[O-])c1O | 15% | 8%
CCOC(=O)C1=C(C)N=c2s/c(=C\c3cccc([N+](=O)[O-])c3)c(=O)n2C1c1ccc(OC(C)=O)cc1 (centres undefined) | -3.7% | 0%

Three of the entries above in order of the MKP-3 inhibition value, highest first:
compound | Hsp70 inhibitors | MKP-3 inhibition
COC(=O)c1ccc(NCC(=O)c2ccccc2)cc1 | 1.1% | -8%
Cc1cc(NC(=O)CSc2nnc(C3CC3)n2N)no1 | 6.7% | -10%
COCCN1C(=O)c2oc3cc(C)c(C)cc3c(=O)c2C1c1ccc(O)cc1 (centres undefined) | 2.7% | -12%

A portion of the library; count on the stated rates, not on these rows.
